FBW7 activator: FBW7 E3 ligase activators, primary screen, biochemical, AlphaScreen, human; F-box/WD repeat-containing protein 7 (Homo sapiens), Q969H0; AlphaScreen FBW7–phospho-cyclin E peptide binding, activator screen; normalized activity (activation), % at 26.1 µM; 650,000 tested, 0.13% active; in the data active = normalized activity above about 1.9%;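 note: purified mutant Fbw7 with reduced substrate affinity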
Target sequence (Q969H0 whole entry, looked up): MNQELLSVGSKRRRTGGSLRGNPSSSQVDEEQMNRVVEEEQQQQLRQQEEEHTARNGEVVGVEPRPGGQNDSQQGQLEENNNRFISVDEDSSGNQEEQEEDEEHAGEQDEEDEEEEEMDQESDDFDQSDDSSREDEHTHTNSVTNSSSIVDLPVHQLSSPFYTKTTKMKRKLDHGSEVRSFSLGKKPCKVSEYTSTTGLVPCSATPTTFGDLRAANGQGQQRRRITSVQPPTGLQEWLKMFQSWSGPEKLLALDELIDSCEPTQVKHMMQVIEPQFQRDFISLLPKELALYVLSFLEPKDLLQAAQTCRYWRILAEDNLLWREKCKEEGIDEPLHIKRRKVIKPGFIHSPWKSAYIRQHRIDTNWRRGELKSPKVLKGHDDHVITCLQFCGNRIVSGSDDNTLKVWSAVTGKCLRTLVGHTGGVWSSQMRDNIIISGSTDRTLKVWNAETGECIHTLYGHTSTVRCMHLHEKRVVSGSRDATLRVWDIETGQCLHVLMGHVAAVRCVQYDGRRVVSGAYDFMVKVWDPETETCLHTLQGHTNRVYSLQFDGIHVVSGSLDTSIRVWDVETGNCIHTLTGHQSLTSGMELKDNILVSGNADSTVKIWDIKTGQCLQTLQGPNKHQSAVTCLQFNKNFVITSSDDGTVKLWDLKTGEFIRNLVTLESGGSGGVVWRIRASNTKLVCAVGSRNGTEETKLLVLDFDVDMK
MITF primary: MITF inhibitors, primary screen, biochemical, AlphaScreen, human; AlphaScreen MITF homodimerization, bead proximity signal; inhibition, % at 2.6 µM; 650,000 tested, 0.91% active; in the data active = inhibition above about 50%;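 note: 0% = vehicle wells with protein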
TEAD-YAP block: TEAD-YAP interaction inhibition, primary screen, TEAD-YAP interaction inhibitor project, luminescence, HEK-TIYL cells. TEAD-Gal4/YAP UAS-luciferase luminescence. inhibition, % at 9.12 µM. 640,000 tested, 1.4% active; in the data active = inhibition above about 32%;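 note: 0% = median of test compound wells and 100% = reference inhibitor wells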
GPR151 activ: activators of human GPR151, primary screen, cell-based, PathHunter beta-arrestin, luminescence | G-protein coupled receptor 151 (Homo sapiens), Q8TDV0 | PathHunter beta-arrestin GPR151 cells | 650,000 tested, 1% active | activation, % at 11.2 µM | AID 1508602, 2020; in the data active = activation above about 4.9%;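 note: 0% = median of compound wells and 100% = cells with positive control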
Target sequence (Q8TDV0 whole entry, looked up): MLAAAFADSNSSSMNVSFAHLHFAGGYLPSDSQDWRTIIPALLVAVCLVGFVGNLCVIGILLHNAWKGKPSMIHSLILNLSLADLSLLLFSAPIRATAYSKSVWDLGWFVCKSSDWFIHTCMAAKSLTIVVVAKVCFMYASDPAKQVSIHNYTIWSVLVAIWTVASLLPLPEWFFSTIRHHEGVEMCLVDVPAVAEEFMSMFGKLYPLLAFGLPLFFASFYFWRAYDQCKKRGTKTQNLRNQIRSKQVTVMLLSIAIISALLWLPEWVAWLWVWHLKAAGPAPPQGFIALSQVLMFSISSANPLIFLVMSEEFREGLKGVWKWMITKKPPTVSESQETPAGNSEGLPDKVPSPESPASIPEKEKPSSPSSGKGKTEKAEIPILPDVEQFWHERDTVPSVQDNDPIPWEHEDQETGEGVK
* = called active by the depositor. An unsorted share of the library; 3.4% or so of the library scored in one or more.

Assay codes: A = FBW7 activator; B = MITF primary; C = TEAD-YAP block; D = GPR151 activ
> O=c1cc(CSc2nc3ccccc3c3nc(-c4cccc([N+](=O)[O-])c4)nn23)nc2ccccn12
  A: 0.9	B: 8	C: 7	D: -0.2

> CCOc1ccccc1CN1CCN(Cc2c(C)nn(CC)c2C)CC1CCO (stereo not drawn)
  A: 0.0	B: 4	C: 5	D: 0.6

> C=CCS(=O)(=O)c1cccc([N+](=O)[O-])c1
  A: 0.0	B: 2	C: 9	D: 0.7

> COc1ccc(S(=O)(=O)N(CC(=O)NCCSC(C)(C)C)c2ccccc2)cc1
  A: 0.2	B: 10	C: -6	D: -0.8

> Cn1c(N)c(S(=O)(=O)Nc2ccc(Br)cc2)c(=O)n(C)c1=O
  A: -0.1	B: -8	C: 11	D: -0.6

> COc1ccc(/C=N\NC(=O)CSc2nc(C)cc(C)n2)cc1OCc1ccccc1
  A: 0.1	B: 6	C: 25	D: 1.7

> CN1C(=O)C(=Cc2cnc(Cl)s2)C(=O)N(C)C1=O
  A: 0.1	B: 13	C: -3	D: 0.0

> O=C(O)CCCC(=O)N1CCC2(CC1)OCc1cc(-c3ccco3)ccc1O2
  A: -0.4	B: 2	C: -7	D: 1.0

> COc1cccc2cc(C(=O)Nc3sc(C)c(C)c3C#N)c(=O)oc12
  A: -0.1	B: 3	C: -4	D: -0.6

> CCC(C)C(N)C(=O)NC(CCC(=O)OCc1ccccc1)C(N)=O (stereo not drawn)
  A: 0.2	B: 1	C: -3	D: -0.6

> Cc1ccc(NC(=O)CCC(=O)OCC(F)(F)C(F)F)cc1
  A: -0.1	B: -4	C: 7	D: -0.7

> Nc1nonc1-n1nnc(C(=O)N/N=C/c2cccnc2)c1-c1cccc([N+](=O)[O-])c1
  A: -0.1	B: -1	C: -1	D: 0.1

> OC1(c2cc3ccccc3cn2)COc2ccccc2O1 (stereo not drawn)
  A: 0.0	B: -5	C: -9	D: 0.5

> CCN(CC)CCN1C(=O)C(=O)/C(=C(\O)c2ccc(S(=O)(=O)N3CCOCC3)cc2)C1c1ccc(C(C)(C)C)cc1 (stereo not drawn)
  A: -0.2	B: -6	C: -1	D: -0.6

> CC12c3ccccc3C(c3ccccc31)C1C(=O)NC(=O)C12 (stereo not drawn)
  A: 0.1	B: 8	C: -8	D: -1.0

> O=C(CNC(=O)c1ccccc1Cl)N=Nc1c(O)[nH]c2ccc([N+](=O)[O-])cc12
  A: 0.1	B: 7	C: 3	D: -1.0

> CCOc1ccc(N2C(=O)/C(=C\c3ccccc3OC)S(=O)(=O)C2c2cccc([N+](=O)[O-])c2)cc1 (stereo not drawn)
  A: -0.1	B: -6	C: 1	D: -0.6

> COc1cccc(C(=O)NNC(=O)c2cccc(F)c2)c1
  A: 0.7	B: 12	C: -64	D: 3.6

> O=C(CCc1nnc(Cc2ccc(-c3ccccc3)cc2)o1)NCCCn1ccnc1
  A: 0.1	B: 20	C: 9	D: -0.8

> COc1ccc(-c2nccc(NCCOc3ccccc3)n2)cc1
  A: 0.3	B: 11	C: 3	D: -1.1

> CCOc1cccc(C2CC(c3ccc(CC)cc3)=NC(c3ccc(C)cc3)N2)c1O (stereo not drawn)
  A: 0.1	B: 13	C: 7	D: -0.8

> CCCOC(=O)C1=C(C)NC(=O)NC1c1cc2c(cc1Br)OCO2 (stereo not drawn)
  A: 0.0	B: 1	C: 5	D: 1.6

> CCOC(=O)C1(c2ccccc2)CCN(S(=O)(=O)c2ccc(C(C)=O)cc2)CC1
  A: 0.2	B: 11	C: 8	D: -1.0

> Cc1nc(SCC(=O)Nc2cccc3ccccc23)c(C#N)c(C)c1Cl
  A: 0.0	B: -6	C: 7	D: -1.2

> COc1cccc(OC)c1C(=O)Nc1nc2ccc(S(N)(=O)=O)cc2s1
  A: 0.5	B: 23	C: -1	D: -1.3

> COc1ccc(OC)c(/C=C2\SC(N)=NC2=O)c1
  A: 0.4	B: 58*	C: -21	D: 1.2

> Cc1ccc(-n2c(-c3ccc(F)cc3)c(C(=O)O)c3ccccc3c2=O)cc1
  A: 0.0	B: 2	C: 3	D: -0.1

> CCC(C)NS(=O)(=O)c1ccc(NC(=O)Cc2ccc(OC)cc2)cc1 (stereo not drawn)
  A: 0.0	B: 1	C: 5	D: 3.9

> C#CCN1C(=O)C(O)(CC(=O)c2ccccn2)c2cc(Br)ccc21 (stereo not drawn)
  A: 0.0	B: 8	C: 4	D: 1.7

> Cc1cccc2sc(NC(=O)c3sc4ncnc(N5CCc6ccccc6C5)c4c3C)nc12
  A: 0.1	B: 3	C: 3	D: -2.8

> O=C1N[C@@H](Cc2ccccc2)C(=O)N2CCN(Cc3cnn(-c4ccccc4Cl)c3)C[C@H]12
  A: 0.1	B: 5	C: -6	D: -0.6

> COc1cc(CNC2CCCCC2)cc(OC)c1OC
  A: -0.1	B: 21	C: -8	D: 0.9

> c1ccc(-c2cn(-c3ccccc3)c3ncnc(NC4CCCC4)c23)cc1
  A: 0.0	B: 3	C: -14	D: 1.0

> Cc1ccnc(N2C(=O)C3C4c5ccccc5C(c5ccccc54)C3C2=O)c1 (stereo not drawn)
  A: -0.1	B: -2	C: 3	D: -0.2

> O=C1Cc2cc(S(=O)(=O)Nc3ccccc3F)cc3c2N1CCC3
  A: 0.1	B: 16	C: -4	D: -1.2

> O=C(/C=C/Nc1cccc2cccnc12)c1ccccc1
  A: 0.0	B: 16	C: -51	D: -1.1

> CC(=O)N/N=C(/C)c1cccc(NC(=O)c2ccc(Cl)cc2Cl)c1
  A: 0.2	B: 0	C: -20	D: -0.7

> Cc1cccc2cc(CN(CCc3ccccc3)C(=O)N3CCOCC3)c3nnnn3c12
  A: -0.1	B: 2	C: 0	D: -0.3

> CCc1nnc(NC(=O)CSc2nnc(-c3ccncc3)n2Cc2ccccc2)s1
  A: 0.1	B: 25	C: -2	D: 0.2

> Cc1ccc(-n2c(SCC(=O)NCc3ccco3)nc3c(sc(=S)n3-c3ccc(Cl)c(C)c3)c2=O)cc1
  A: 0.0	B: -3	C: 1	D: 2.5

> CCCSc1nc2c(c(=O)n(C)c(=O)n2C)n1Cc1ccc(F)cc1
  A: 0.3	B: 6	C: 5	D: -1.0

> COC(=O)c1cccc(C)c1OCc1ccc([N+](=O)[O-])cc1
  A: -0.2	B: -4	C: -6	D: -1.2

> COc1ccccc1/C=C/C(=O)OCC(=O)C(C)(C)C
  A: -0.1	B: 11	C: 2	D: -1.7

> CCOc1ccc(C(=O)CC2(O)C(=O)N(Cc3ccccc3C)c3ccccc32)cc1 (stereo not drawn)
  A: 0.5	B: 9	C: 19	D: -0.8

> CCOC(=O)CN1CCN(C(=O)c2cccc(OC)c2)C(C(=O)N2CCCC2)C1 (stereo not drawn)
  A: 0.1	B: 12	C: 3	D: 3.4

> CSc1cccc(NC(=O)CCCC(=O)O)c1
  A: 0.0	B: 0	C: 2	D: 1.8

> NC(=O)C1(N2CCCCC2)CCN(C(=O)Cn2c(=S)[nH]c3ccccc3c2=O)CC1
  A: 1.6	B: 15	C: 8	D: 0.8

> Cc1ccccc1S(=O)(=O)Nc1c(C)n(C)n(-c2ccccc2)c1=O
  A: -0.3	B: 0	C: 1	D: 0.2

> Cc1cccc(NC(=O)CC2(CC(=O)O)CCCC2)c1
  A: 0.0	B: 0	C: -8	D: -1.0

> COc1cc(Br)c(C2C(C(=O)OCCOc3ccccc3)=C(C)NC3=C2C(=O)CCC3)cc1OC (stereo not drawn)
  A: -0.1	B: -2	C: 2	D: 0.1

Looked up by compound from above, four records:
Assay codes: A = FBW7 activator; B = MITF primary; C = TEAD-YAP block; D = GPR151 activ
> Cc1cccc(NC(=O)CC2(CC(=O)O)CCCC2)c1
  A: 0.0	B: 0	C: -8	D: -1.0

> Cc1ccccc1S(=O)(=O)Nc1c(C)n(C)n(-c2ccccc2)c1=O
  A: -0.3	B: 0	C: 1	D: 0.2

> CCOc1ccc(C(=O)CC2(O)C(=O)N(Cc3ccccc3C)c3ccccc32)cc1 (stereo not drawn)
  A: 0.5	B: 9	C: 19	D: -0.8

> NC(=O)C1(N2CCCCC2)CCN(C(=O)Cn2c(=S)[nH]c3ccccc3c2=O)CC1
  A: 1.6	B: 15	C: 8	D: 0.8

The list continues.
Assay codes: A = FBW7 activator; B = MITF primary; C = TEAD-YAP block; D = GPR151 activ
> Cn1ccc2cc(-c3cc(Nc4ccc(N5CCOCC5)cc4)nc(N)n3)ccc21
  A: -0.3	B: 27	C: -13	D: 0.3

> CCn1c(N2CCN(C(=S)NCCOC)CC2)nc2ccccc21
  A: -0.1	B: 16	C: 9	D: -0.1

> CCC(=O)Nc1cccc(-c2cn3c(C)cccc3n2)c1
  A: -0.1	B: 7	C: -7	D: 3.4

> CCNC(=O)C(CC(C)C)NS(=O)(=O)c1ccc(I)cc1 (stereo not drawn)
  A: -0.1	B: -2	C: -2	D: 1.6

> Cc1ccc(NC(=O)CC2SC(=O)NC2=O)c(C)c1 (stereo not drawn)
  A: 0.3	B: 11	C: 4	D: 1.9

> O=C1NCCN(C2Cc3ccccc3C2)C1CC(=O)N1CCCCCCC1 (stereo not drawn)
  A: 0.1	B: 6	C: 4	D: -0.4

> CCOC(=O)CSc1nnc(NC(=O)CC)s1
  A: -0.1	B: -16	C: -1	D: -0.8

> Cc1ccc(N(CC(=O)Nc2cccnc2)S(=O)(=O)c2ccccc2)cc1Cl
  A: -0.1	B: -5	C: 1	D: -0.4

> C=CCn1c(SCC(=O)Nc2ccc3c(c2)OCO3)nnc1-c1ccccc1O
  A: -0.1	B: 5	C: 17	D: 1.2

> CC1(c2ccccc2)CC(C)(C)N(C(=O)c2ccc(Cl)c([N+](=O)[O-])c2)c2ccccc21 (stereo not drawn)
  A: -0.5	B: 5	C: -3	D: 2.2

> O=C(N/N=C/c1ccc([N+](=O)[O-])c(O)c1)c1cccc(F)c1
  A: -0.2	B: 9	C: -20	D: -3.7

> CCC1CCCCN1S(=O)(=O)c1ccc(S(=O)(=O)N2C(C)CCCC2C)cc1 (stereo not drawn)
  A: -0.1	B: 14	C: 0	D: 0.0

> CCOC(=O)C(CCCCOc1cccc(OC)c1)C(=O)OCC
  A: 0.0	B: -15	C: 0	D: -0.5

> O=C(O)c1cc(O)ccc1NC(=O)C1CC1
  A: 0.2	B: 4	C: 4	D: -0.4

> COc1ccc(C(=O)N/C(=C\c2cccc3ccccc23)C(=O)NCc2ccco2)cc1
  A: 0.1	B: 8	C: 7	D: 4.8

> Cc1ccc(CN2C(=O)NC3(CCN(Cc4ccccc4F)CC3)C2=O)cc1
  A: 0.6	B: 10	C: 12	D: -0.4

> CCN(CC)C(=O)CC1Oc2ccccc2NC1=O (stereo not drawn)
  A: -0.1	B: 4	C: 4	D: 1.7

> CSc1ccc(CC2(CCC(=O)NC(C)Cc3cccs3)CCC(=O)N2)cc1 (stereo not drawn)
  A: 0.0	B: 4	C: 6	D: -0.4

> O=C(CSc1ncccc1C(=O)O)Nc1ccc(Cl)cc1
  A: 0.0	B: -1	C: 7	D: 0.3

> CC(C)c1[nH]nc2c1C(c1ccc(F)cc1)C(C#N)=C(N)O2 (stereo not drawn)
  A: 0.0	B: 3	C: 9	D: -0.5

> Cc1ccc(NC(=O)CN2CCN(C)CC2)cc1Br
  A: -0.1	B: -6	C: -3	D: 0.0

> O=C1C2C(C(=O)N1c1cccc(Cl)c1)C1C=CC2C12CC2 (stereo not drawn)
  A: -0.1	B: 12	C: 22	D: -0.8

> COCc1ccc(C(=O)NC(C)c2cnn(-c3ccccn3)c2C)s1 (stereo not drawn)
  A: -0.1	B: -3	C: -14	D: 4.9

> COc1cccc(-c2n[nH]c(=S)n2Cc2ccco2)c1OC
  A: 1.0	B: 11	C: -10	D: 9.1*

> CC12CCC(C(=O)Nc3ccncc3)(C(=O)C1=O)C2(C)C (stereo not drawn)
  A: -0.3	B: -11	C: -14	D: -0.5

> Cc1ccc(S(=O)(=O)N2CCOCC2)cc1C(=O)Nc1ccccn1
  A: 0.0	B: -12	C: 5	D: 0.8

> COc1cccc(-c2cc3nc(C4CCCNC4)cc(N)n3n2)c1 (stereo not drawn)
  A: -0.2	B: -9	C: 37*	D: -0.5

> Cc1ccc(O)c(NC(=O)COc2ccccc2Cl)c1
  A: 0.1	B: -1	C: -55	D: 0.1

> Cc1ccc2nc(C(F)(F)F)c(C(=O)N(C)CC3OCCO3)n2c1
  A: 0.3	B: 14	C: 8	D: 1.3

> O=C(CCc1nnc(-c2ccc3c(c2)OCO3)o1)N1CCCC1c1ccc(F)cc1 (stereo not drawn)
  A: 0.7	B: 3	C: -34	D: -0.7

> COc1ccc(S(=O)(=O)N(CC(=O)Nc2ccc3c(c2)OCO3)c2cc(Cl)ccc2OC)cc1OC
  A: 0.6	B: 7	C: 6	D: 0.3

> Cc1c(CN2CCCC(C)C2)c(O)n(CCCO)c(=O)c1C#N (stereo not drawn)
  A: -0.4	B: -2	C: 1	D: -0.8

> Cn1c(=O)c2c(Nc3ccc(F)c(F)c3)ccnc2n(C)c1=O
  A: -0.1	B: 12	C: 0	D: -0.1

> COc1ccc(S(=O)(=O)N(C)c2ccc(C(=O)NC3CCCC3)cc2)cc1OC
  A: 0.9	B: 10	C: -1	D: -1.6

> COc1cccc(NC(=O)CSc2nc3c(sc(=S)n3-c3ccccc3C)c(=O)n2-c2ccccc2OC)c1
  A: 0.0	B: 15	C: 11	D: 1.2

> Cc1ccc(NC(=O)CSC2=C(C#N)C(c3ccc([N+](=O)[O-])cc3)CC(=O)N2)c(C)c1 (stereo not drawn)
  A: -0.1	B: -5	C: 12	D: -0.3

> Cc1cc(=O)[nH]c(N/N=C\c2ccccc2F)n1
  A: 0.0	B: 9	C: -14	D: -0.6

> O=C(CCn1nnc2ccccc21)N1CCC(O)(c2cccc(F)c2)CC1
  A: -0.2	B: 2	C: 2	D: -0.2
